# Screens (PubChem BioAssay)
# TNAP activators – human TNAP enzyme activators, primary screen, biochemical, luminescent, no phosphate acceptor, uHTS (AID 1001); Alkaline phosphatase, tissue-nonspecific isozyme (Homo sapiens); activation fold at 20 µM, or EC50 in µM where a hit was titrated; purified TNAP, luminescent activation assay, no phosphate acceptor; higher activation fold means a stronger effect; hit rate 0.03% among 200,000; in the data active = activation fold from about 3, or a potency from the dose series; inactive = the rest, 99 in 100 with activation fold below about 1.6; note: many of its hits are not listed in these tables
# Salmonella PhoP GFP – inhibitors of PhoP regulon expression, primary screen, Salmonella Typhimurium, GFP reporter (AID 1863); S. Typhimurium PhoP-regulated promoter GFP reporter, 4 h; higher % means a stronger effect; inhibition, % at 50 µM, or IC50 in µM where a hit was titrated; hit rate 0.16% among 300,000;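 active = inhibition over 29.93%, a cutoff 3 SD above the screen mean, later confirmed by dose response; inconclusive = inhibition over 29.93% but no dose response follow-up; inactive = inhibition at most 29.93% or unconfirmed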;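 note: 0% = low Mg2+ inducing control and 100% = high Mg2+ repressing control; strong numbers were not always called active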
# human PMI inhibitors – human PMI inhibitors, high substrate, primary screen, biochemical, fluorescence intensity, high mannose 6-phosphate (AID 1220); recombinant PMI enzyme, coupled fluorescence intensity; higher % means a stronger effect; inhibition, % at 20 µM, or IC50 in µM where a hit was titrated; hit rate 0.66% among 190,000
# RSV antiviral HEp-2 – RSV antiviral activity via CPE protection, HEp-2 cells, primary 10 µM value included (AID 2391). CPE inhibition, % at 10 µM, or IC50 in µM where a hit was titrated. HEp-2 cells, RSV-induced CPE inhibition; higher % means a stronger effect. hit rate 0.13% among 310,000; in the data active = a potency from the dose series; inconclusive = CPE inhibition mostly from about 23% at the one dose, without a potency; inactive = the rest, 99 in 100 with CPE inhibition below about 21%; note: strong numbers were not always called active
# West Nile virus CPE – West Nile virus antiviral activity, cell-based, CPE readout (AID 1621). West Nile virus-infected cells, CPE inhibition; higher % means a stronger effect. hit rate 0.02% among 290,000. one-dose CPE inhibition, % at 10 µM; IC50 in µM for titrated hits; in the data active = a potency from the dose series; inconclusive = CPE inhibition mostly from about 3.7% at the one dose, without a potency; inactive = the rest, 99 in 100 with CPE inhibition below about 2.2%; note: strong numbers were not always called active
# Ins promoter up – insulin promoter activators in MIN6 cells, imaging, high-content screening, mouse beta cells. MIN6 insulin promoter-GFP reporter; active compounds read high. AID 1625, 2009. hit rate 0.3% among 190,000. z-score at 5 µM;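 active = z-score above 3 at 5 µM with at least 500 cells counted in the well; inconclusive = wells under 500 cells, flagged as cytotoxic or low count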
# SV40 large T antigen – SV40 large T antigen inhibitors, biochemical (AID 1903) | inhibition, % at 20 µM, or IC50 in µM where a hit was titrated | hit rate 0.39% among 310,000 | SV40 large T antigen ATPase/helicase inhibition assay; higher % means a stronger effect; in the data active = a potency from the dose series; inconclusive = inhibition mostly from about 32% at the one dose, without a potency; inactive = the rest, 99 in 100 with inhibition below about 32%; note: strong numbers were not always called active
# CSM14.1 death rescue – rescue of cells from ER stress-induced death, primary screen, 384-well, CSM14.1, thapsigargin, ATP luminescence (AID 1222) | CSM14.1 thapsigargin-induced death rescue, ATP luminescence; higher % means a stronger effect | cellular ATP content (survival), % at 20 µM; hits with a dose series show EC50 in µM | 190,000 tested, under 10 active;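 active = EC50 below 50 µM in the dose-response confirmation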;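 note: death triggered by thapsigargin at about 15 µM added after 2 h compound pretreatment; cell ATP read after overnight thapsigargin exposure of roughly 18 to 22 hours; normalized against plate controls of thapsigargin alone and 5% DMSO vehicle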
# human PMI inhibition – inhibitors of human PMI, primary screen, biochemical, fluorescence intensity, coupled assay (AID 1209); Mannose-6-phosphate isomerase (Homo sapiens); purified PMI enzyme, coupled fluorescence intensity; higher % means a stronger effect; inhibition, % at 20 µM; hits with a dose series show IC50 in µM; hit rate 0.42% among 190,000;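 note: plate controls were DMSO vehicle for no effect and wells lacking substrate for full effect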
# Ins promoter up cell count – second read-out of Ins promoter up, no call of its own (marks repeat the call); cell count; measured here: cytotoxicity, nuclei count;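 total cells summed across four imaged fields per well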
# * hit, by the source's call; ? = inconclusive; . = not tested or not shown. Cut-off read from the data, not from the text of the source, unless noted: active = inhibition above about 50%; inactive = the rest.
SMILES,TNAP activators,Salmonella PhoP GFP,human PMI inhibitors,RSV antiviral HEp-2,West Nile virus CPE,Ins promoter up,Ins promoter up cell count,SV40 large T antigen,CSM14.1 death rescue,human PMI inhibition
COc1ccc(NC(=O)Nc2nnc(Cc3ccc(OC)c(OC)c3)s2)cc1,.,-8%,.,1.1%,0.1%,.,.,1%,.,.
Cc1ccc2nc(-c3ccc(NC(=O)CN4CCN(c5ccccn5)CC4)cc3)sc2c1,.,-6%,.,.,-0.3%,-1.1,1183,14%,.,.
O=c1cc(C(F)(F)F)nc(SC/C=C/c2ccccc2)[nH]1,.,8%,.,5.5%,0.6%,.,.,8%,.,.
Cc1nn(-c2ccccc2)c(N2CCCC2)c1/C=C1\N=C(c2ccccc2)OC1=O,1,0%,7%,0.8%,1.1%,0.7,1467,6%,-1.3%,3%
COc1ccc2cc(S(=O)(=O)c3ccccc3)c(=O)oc2c1,.,-7%,.,0.8%,0.2%,-0.04,1080,11%,.,.
Oc1ccc(-c2cn3ccccc3n2)cc1O,.,4%,.,1.9%,-0.9%,.,.,5.3µM*,.,.
O=Cc1sc(Nc2ccccc2)nc1Cl,1.1,-7%,5%,0.5%,-0.4%,3.7*,1281*,15%,1.6%,3%
COC(=O)CSc1[nH]c2cc(C)ccc2c1[N+](=O)[O-],1.1,-1%,8%,-0.8%,-0.6%,-0.45,1372,16%,4.0%,10%
CSc1cccc(NC(=O)C2CCCN(S(=O)(=O)c3ccc(F)cc3)C2)c1 (stereo not given),1.2,-3%,20%,8.9%,0.8%,0.03,1940,-4%,-2.5%,26%
Cn1c(N)c(C(=O)COC(=O)/C=C/c2ccc(S(=O)(=O)N3CCOCC3)cc2)c(=O)n(C)c1=O,.,2%,.,-1.3%,0.0%,1.5,1001,-5%,.,.
CCCc1cc(C(=O)Nc2ccc(C(=O)OC)cc2)cs1,.,0%,.,4.7%,-0.2%,.,.,13%,.,.
CCOC(=O)CSc1nc(C)cc2c1C(=O)OC2,1.1,-1%,6%,0.3%,-0.3%,-0.23,1106,-6%,-1.1%,-1%
O=C(CSc1nnc(COc2ccccc2)o1)NCCc1ccccc1,1.1,4%,2%,1.8%,0.1%,0.17,1402,3%,-1.6%,2%
CC1(C)C(=O)OC(c2cccc([N+](=O)[O-])c2)C2(CCCCC2)C1=O (stereo not given),1.1,-18%,0%,0.5%,-0.5%,0.95,1393,7%,-0.1%,3%
Cc1ccc(S(=O)(=O)N2CCCC(c3nc4c(nnn4Cc4ccc5c(c4)OCCO5)c(=O)[nH]3)C2)cc1 (stereo not given),.,10%,.,10µM*,0.1%,.,.,7%,.,.
O=C(NCCCN1CCOCC1)c1sc2cc(Cl)ccc2c1Cl,1.2,2%,-1%,-2.0%,-1.5%,-0.66,1331,27%,1.7%,-6%
Cc1ccc(S(=O)(=O)N2CCN(C(=O)C(C)Cn3nc(C)c(C)c3C)CC2)cc1 (stereo not given),.,-2%,.,1.3%,-0.8%,.,.,8%,.,.
N#Cc1ccc(NC(=O)COC(=O)C2Cc3ccccc3CN2C(=O)c2ccccc2)cc1 (stereo not given),1.2,2%,4%,5.2%,0.0%,-0.42,1316,5%,1.1%,14%
O=C(CN1CCC(n2nnc3cc(F)ccc32)CC1)Nc1ccc2c(c1)CCC2,0.9,25%,12%,50%,-0.7%,-0.11,1839,-8%,-1.4%,11%
COC(=O)c1cc2cc(NS(=O)(=O)c3ccc(C)cc3)ccc2s1,1,-2%,10%,0.3%,0.3%,0.82,1169,.,-0.9%,11%
CC(C)(C)NCCOc1ccc(Br)cc1,1.2,3%,8%,-0.1%,0.9%,.,.,-2%,-0.9%,10%
CCOc1ccccc1NC(=O)CSc1nc2cccnc2n1C,1.2,10%,8%,3.0%,0.0%,-1.2,1175,17%,2.7%,3%
O=C(Nc1cc(Br)ccc1O)c1cc(-c2cccs2)on1,.,-6%,.,1.2%,-0.1%,.,.,5%,.,.
CCC(=O)NC(=S)Nc1ccc(NC(=O)c2ccc(C)c([N+](=O)[O-])c2)cc1,1,-1%,9%,0.0%,-0.9%,-0.09,1321,2%,-1.1%,8%
O=C(Cn1nc(Cl)nc1Cl)c1ccc([N+](=O)[O-])cc1,.,-7%,.,3.1%,-1.4%,.,.,27%,.,.
CC12CCC(c3nnc(SCc4ccc(Cl)cc4)nc31)C2(C)C (stereo not given),1.1,0%,6%,1.8%,-0.2%,-0.69,1117,7%,0.0%,5%
CC(=O)OCC1CCCC2=C(C)C(=O)CCC21COC(C)=O (stereo not given),1,-1%,3%,0.5%,0.3%,0.01,1187,6%,-1.0%,4%
COC(=O)C[C@H]1c2cc(C(F)(F)F)ccc2S(=O)(=O)N1Cc1ccccc1,.,9%,.,-1.2%,-0.7%,.,.,1%,.,.
C/C(CCc1ccccc1)=N\NC(=O)CC(=O)NCCc1ccccc1,1,7%,11%,1.3%,0.1%,0.64,1260,5%,-3.8%,10%
CCOC(=O)C(Cc1ccccc1)(NC(C)=O)C(=O)OCC,1.1,-5%,-2%,-0.9%,-0.5%,-0.07,1344,4%,1.4%,4%
Cc1nnc(NC(=O)c2ccc(S(=O)(=O)N3CCOCC3)cc2)s1,.,-10%,.,0.9%,0.3%,-0.33,1065,17%,.,.
O=C(NCc1ccccn1)c1nc(-c2ccc(C(F)(F)F)cc2)no1,2,-7%,5%,1.1%,-0.5%,.,.,0%,-1.1%,4%
CCN(CC)C(=O)CN(c1cccc(Br)c1)S(C)(=O)=O,1,0%,3%,-0.5%,0.0%,-0.08,1359,9%,0.0%,5%
Cc1ccc(-n2nc3c(c2NC(=O)c2ccc4c(c2)OCO4)CS(=O)(=O)C3)c(C)c1,.,7%,.,0.1%,0.1%,.,.,12%,.,.
O=C(N/N=C/c1ccc(O)cc1)c1cccc(C(F)(F)F)c1,0.8,2%,-3%,2.7%,-0.2%,-0.03,1262,36%,-3.0%,2%
CCSC1(SCC)N=C(N)C2(C#N)C(c3ccc(F)cc3)C12C#N (stereo not given),1.3,-5%,10%,0.9%,0.5%,0.37,1158,3%,-1.2%,7%
CN(Cc1cn(C)nc1-c1ccc(Oc2ccccc2)cc1)Cc1cnc2ccccn12,0.5,-3%,13%,-0.2%,0.1%,-1.7,1372,6%,4.9%,20%
Nc1c(N2CCCCC2)c(=O)[nH]c(=O)n1-c1ccccc1,1.1,12%,17%,-0.1%,-0.2%,-0.08,1899,17%,-3.0%,15%
CCN1CCN(C(=O)CN(C)S(=O)(=O)c2ccc(OC)cc2)CC1,1.1,-4%,-7%,-0.3%,1.1%,0.74,1169,2%,-2.1%,-4%
CCc1ccc(NC(=O)Cn2nnc(-c3ccc(C)cc3-n3cnnn3)n2)cc1,.,-12%,.,3.8%,0.2%,-0.38,1135,13%,.,.

# Fetched by structure from the entries so far:
SMILES,TNAP activators,Salmonella PhoP GFP,human PMI inhibitors,RSV antiviral HEp-2,West Nile virus CPE,Ins promoter up,Ins promoter up cell count,SV40 large T antigen,CSM14.1 death rescue,human PMI inhibition
Cc1nnc(NC(=O)c2ccc(S(=O)(=O)N3CCOCC3)cc2)s1,.,-10%,.,0.9%,0.3%,-0.33,1065,17%,.,.
CCOc1ccccc1NC(=O)CSc1nc2cccnc2n1C,1.2,10%,8%,3.0%,0.0%,-1.2,1175,17%,2.7%,3%
Cc1ccc(-n2nc3c(c2NC(=O)c2ccc4c(c2)OCO4)CS(=O)(=O)C3)c(C)c1,.,7%,.,0.1%,0.1%,.,.,12%,.,.

# (further entries)
SMILES,TNAP activators,Salmonella PhoP GFP,human PMI inhibitors,RSV antiviral HEp-2,West Nile virus CPE,Ins promoter up,Ins promoter up cell count,SV40 large T antigen,CSM14.1 death rescue,human PMI inhibition
Cc1ccc(C(=O)NCCN(C)C)cc1C,1.2,4%,-6%,0.1%,0.6%,.,.,6%,1.8%,0%
CN1CCCc2cc(C=O)ccc21,1,0%,1%,2.4%,0.2%,2.2,1324,6%,-4.2%,-4%
O=C(NCCN=C1NS(=O)(=O)c2ccccc21)c1ccc(S(=O)(=O)N2CCOCC2)cc1,1,-6%,-14%,1.5%,0.6%,1.3,1268,1%,-2.1%,0%
Cc1nn(Cc2ccccc2)c(Cl)c1C(=O)NC(C)(C)C,1.1,2%,22%,1.8%,-1.1%,0.26,1274,9%,-1.4%,-13%
CN(CCOc1ccc(Cl)cc1)c1ccc(S(=O)(=O)N2CCCCC2)cn1,1.1,5%,4%,19%,-0.5%,?,.,-3%,-2.1%,11%
Cc1ccc(C)c(NC(=O)c2ccc(S(=O)(=O)N(C)CC3CCCO3)cc2)c1 (stereo not given),.,-2%,.,1.9%,-0.9%,.,.,20%,.,.
Cc1ccc(C(NC(=O)N2CCCC2)C(Cl)Cl)cc1F (stereo not given),1,-1%,-98%,-0.4%,-0.7%,-0.11,1292,5%,-1.1%,-71%
COc1cc2ncnc(NCc3ccccc3Cl)c2cc1OC,1.1,-5%,-4%,15%,-0.6%,0.76,1230,8%,-0.8%,-1%
O=C(COc1ncnc2sccc12)N1CCN(C(=O)c2ccco2)CC1,1.1,-6%,38%,-1.1%,.,-0.38,1457,6%,-2.1%,0%
CC(C)c1ccc(NC(=O)COC(=O)/C=C/c2cccc(Br)c2)cc1,1.1,6%,-2%,1.8%,0.3%,-0.3,1433,8%,5.4%,4%
CCOc1cc(CNCCO)cc(Br)c1OCc1ccc(Cl)cc1Cl,1,1%,0%,-3.7%,-1.1%,.,.,10%,-9.7%,2%
CC(=O)Nc1ccc(S(C)(=O)=O)c(C)c1,1,-3%,6%,1.5%,-0.4%,-0.01,1181,14%,-5.0%,7%
CCc1cc(-c2n[nH]c(C)c2-c2nc3ccccc3s2)c(O)cc1OCC(=O)NN,2.4,10%,5%,-0.9%,-0.4%,0.59,1190,13%,-0.7%,6%
N/C(=N\OC(=O)Cc1ccc(Cl)cc1)c1ccncc1,1.1,5%,-2%,1.5%,-0.1%,-0.26,1531,-6%,1.1%,-2%
COc1ccc(CSc2nncn2C)cc1F,1,-6%,0%,0.7%,0.8%,0.6,1510,0%,0.5%,5%
CN(Cc1ccccc1)C(=O)CC(=O)N(C)Cc1ccccc1,.,4%,.,0.1%,1.1%,.,.,0%,.,.
CCc1ccc(NC(=O)c2sccc2-n2cccc2)cc1,1,7%,4%,3.1%,0.4%,-0.82,824,2%,4.7%,12%

# Looked up above.
# CCc1ccc(NC(=O)c2sccc2-n2cccc2)cc1 in Salmonella PhoP GFP = 7%
# O=C(NCCN=C1NS(=O)(=O)c2ccccc21)c1ccc(S(=O)(=O)N2CCOCC2)cc1 in West Nile virus CPE = 0.6%
# CCc1cc(-c2n[nH]c(C)c2-c2nc3ccccc3s2)c(O)cc1OCC(=O)NN in CSM14.1 death rescue = -0.7%
